Bioassay records deposited in PubChem by Sanford-Burnham Center for Chemical Genomics.
IAP activation – activators of mouse IAP, confirmation, biochemical, luminescence, single concentration (AID 434970); intestinal alkaline phosphatase [Mus musculus]; purified mouse IAP, CDP-Star luminescence, 30 min; hits give low values; activity change, negative = activation, % at 10 µM; 2.9% of 11,000 active; in the data active = activity change below about -85%;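 note: percent relative to enzyme plus DMSO wells and wells without enzyme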
IAP activation Fold change – also measured in IAP activation; calls as there; activation factor; measured here: IAP activation factor; hits give high values;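 fold luminescence change scaled to plate control wells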
Numbers without * were called inactive.

SMILES	IAP activation	IAP activation Fold change
CC1CCCN(C(=O)Cc2ccc(F)cc2)C1 (stereo unspecified)	4	0.97
CCCOc1ccc(C(=O)NCCO)cc1	-1	1
CS(=O)(=O)c1ccc2c(c1)sc1nc(=O)c(/C=C3/C=CC(=O)C(O)=C3)c(N)n12	85	0.15
Cc1[nH]nc2c1C1(CCN(C(=O)c3ccccc3)CC1)C(C#N)=C(N)O2	3	0.97
Cc1nnc(SCC(=O)N2CCN(S(=O)(=O)c3ccccc3)CC2)n1Cc1ccccc1	2	0.98
COc1ccc(NC(=O)Nc2ccc3c(c2)N(C)C(=O)CS3)cc1Cl	-91	1.9
COc1ccc(CC(=O)N2CCN(c3ccccn3)CC2)cc1OC	2	0.99
COc1ccc(CCn2nnc(-c3ccc(NC(C)=O)c(Cl)c3)n2)cc1	8	0.92
Cc1ccc2[nH]c3c(=O)n(CCCN4CCOCC4)cnc3c2c1	0	1
O=C(CN1CCC(n2nnc3ccccc32)CC1)Nc1ccc2c(c1)CCC2	-8	1.1
COc1cc(/C=N\Nc2nc(-c3cccs3)c(NC(C)=O)s2)ccc1O	47	0.53
c1ccc(-n2nnnc2SCc2ccccn2)cc1	-10	1.1
CCc1nc2c(cnn2-c2ccc(Cl)cc2)c(=O)n1-c1ccc(OC)cc1	8	0.92
Cn1c(CCN2CCCCC2)nc2cc(NC(=O)Nc3ccccc3)ccc21	-56	1.6
COc1ccc(S(=O)(=O)NCCc2ccc(F)cc2)cc1	4	0.96
Cc1cc(NC(=O)COC(=O)C2CCCN2C(=O)c2cccs2)no1 (stereo unspecified)	3	0.97
COc1ccc(C(=O)NCC(C)C)c(OC)c1	11	0.89
CCCCNC(=O)C(C)N(CCN(C)C)C(=O)CCCCCN1C(=O)NC(c2ccc(Cl)cc2)C(C(=O)OCc2ccccc2)=C1C (stereo unspecified)	-20	1.2
CNC[C@H]1Oc2ccc(NC(=O)Nc3ccc(OC)cc3)cc2C(=O)N([C@@H](C)CO)C[C@H]1C	-123*	2.2*
CCOC(=O)c1ccc(NC(=O)NCc2ccc(OC)cc2)cc1	-49	1.5
CCOC(=O)c1ccc(NC(=O)c2ccc3c(c2)OCO3)cc1	4	0.96
COC(=O)[C@H](Cc1ccc(O)cc1)NC(=O)Cn1cnc(C(=O)Nc2ccc(C)c(C)c2)n1	1	0.99
C=CCNC(=O)C1CC(=O)N(c2ccc(OCC(=O)Nc3ccc(Cl)c(C(F)(F)F)c3)cc2)C1 (stereo unspecified)	-7	1.1
O=C(CN1C(=O)/C(=C/c2ccco2)SC1=S)Nc1ccc(C(=O)O)c(O)c1	86	0.14
COCCCNC(=O)C[C@H]1C[C@H](C(=O)N2CCOCC2)[C@@]2(CCC3CCCC3)c3[nH]c4cc(CCC(=O)N(C)C)ccc4c3CCN2C1=O	0	0.99
O=C1CCCC2=C1C1(CCCCC1)N=C(Nc1nc3ccccc3o1)N2	12	0.88
Cc1cccc([C@H]2[C@@H]3C=CCC[C@@H]3C(=O)N2Cc2ccccc2)c1	1	0.99
c1cc(CNC2=NCCCCC2)ccn1	0	1
Cc1ccc(C)c(NC2=NCC(=O)N2c2ccc3c(c2)OCCO3)c1	6	0.94
CCC(C(=O)NC(C)(C)C)N(C(=O)Cn1nnc(-c2cccs2)n1)c1cnc2ccccc2c1 (stereo unspecified)	-1	1

In the list so far, 3 have fluorine:
SMILES	IAP activation	IAP activation Fold change
CC1CCCN(C(=O)Cc2ccc(F)cc2)C1 (stereo unspecified)	4	0.97
COc1ccc(S(=O)(=O)NCCc2ccc(F)cc2)cc1	4	0.96
C=CCNC(=O)C1CC(=O)N(c2ccc(OCC(=O)Nc3ccc(Cl)c(C(F)(F)F)c3)cc2)C1 (stereo unspecified)	-7	1.1

More results follow.
SMILES	IAP activation	IAP activation Fold change
COCC(=O)N[C@@H]1c2cc(OC)c(OC)cc2C[C@H]1OCc1ccccc1	7	0.93
CCO/C(C)=N/n1c2nc3ccccc3nc2c2c(=O)n(CC(C)C)c(C)nc21	0	0.99
CC(C)CCNC(=O)NC(=O)CN1C(=O)NC2(CCCCC2)C1=O	5	0.95
COC(=O)c1ccc(NC(=S)NCCC2=CCCCC2)cc1	-29	1.3
CN(C(=O)C1CCOC1)c1nnc(-c2ccncc2)s1 (stereo unspecified)	9	0.91
C/C(=N\NC(=O)c1ccc(Cl)cc1)c1ccc(Br)s1	-3	1
COc1cc2c(C(=O)N3CCCc4ccccc43)cn(C)c(=O)c2cc1OC	-11	1.1
CCCCCOC(=O)C1=C(C)Nc2ncnn2C1c1cccs1 (stereo unspecified)	6	0.94
Cc1noc(C)c1CSc1nnc(-c2ccncc2)n1-c1cccc(Cl)c1C	-12	1.1
COc1ccc(CNC(=O)Cn2cc([N+](=O)[O-])nc2C)cc1	11	0.89
Cc1cc(NC(=O)CCC2CCCCC2)no1	7	0.93
C=CCSc1ccsc1C(=O)O	0	1
C=CCn1c(Cc2cccs2)nnc1SCC(=O)c1cccc(Br)c1	1	0.99
Cc1ccc(/C=c2\sc3n(c2=O)CN(c2cccc(Br)c2)CN=3)o1	21	0.79
Cc1oc(S(=O)(=O)N2CCCCC2)cc1NC(=O)Nc1ccc(F)cc1	-5	1
COC(=O)c1ccc(Oc2c(C)oc3cc(OCc4cnn(-c5ccccc5)c4)ccc3c2=O)cc1	3	0.97
CCSc1nc(=O)n(-c2ccccc2)c(C)c1C(C)=S	-5	1
CC(C)N(C(=O)[C@H]1C[C@H](CC(=O)NCCCN(C)C)C(=O)N2CCc3c([nH]c4cc(-c5ccco5)ccc34)[C@]12C)C(C)C	-5	1
Cc1cc(NC(=O)CCC(=O)N(CC(=O)NCC2CCCO2)c2ccc3c(c2)OCCO3)no1 (stereo unspecified)	-3	1
COc1ccc(OC)c(C2=Nn3c(nnc3C3CCCCC3)SC2)c1	3	0.97
CCCCCNC(=O)c1ccc2c(=O)n(CCOC)c(=O)[nH]c2c1	1	0.99
Cc1ccc(S(=O)(=O)Nc2nc3ccccc3s2)cc1	10	0.9
Cc1ccc(S(=O)(=O)Nc2ccc(O)c(Sc3ncn[nH]3)c2)cc1	65	0.35
Cc1cc(N2O[C@H]3C=C[C@@H]2C3)no1	4	0.96
CCOc1cc2[nH]c(=O)n(CCCN3CCCC3=O)c(=O)c2cc1OCC	8	0.92
CCOC(=O)Cn1c2ccccc2c2nc3ccccc3nc21	-6	1.1
O=C1C[C@@H]2CCN3C(=O)CCC[C@@H]([C@H]23)[C@H]1Cc1ccccc1	-1	1
CCOC(=O)C1=CN(CC)S(=O)(=O)NC1c1cccc(OC)c1 (stereo unspecified)	1	0.99
O=C(Cn1c(=O)sc2ccccc21)Nc1ccc2c(c1)OCCO2	-5	1
C[C@]12c3[nH]c4ccc(Cl)cc4c3CCN1C(=O)[C@@H](CC(=O)NCCc1ccccn1)C[C@@H]2C(=O)N1CCCCC1	-12	1.1
Cc1ccc(NC(=O)c2ncn(CC(=O)NCc3nc4ccccc4[nH]3)n2)cc1C	8	0.92
CCCOc1ccc(CCc2n[nH]c(=S)n2Cc2ccccc2)cc1	-10	1.1
COC(=O)Nc1ccc(S(=O)(=O)N(C)CC(F)(F)C(F)F)cc1	1	0.99
CCOc1ccc(C(C)=O)cc1CN1C(=O)NC2(CCCCC2C)C1=O (stereo unspecified)	1	0.99
N#Cc1ccc(OCCN2C(=O)NC3(CCSC3)C2=O)cc1 (stereo unspecified)	7	0.93
CCOCc1cnc(C)nc1NCC(=O)c1c(C)[nH]c2ccccc12	0	1
CC(C)(C)C(=O)NC(NC(=S)Nc1sc2c(c1C#N)CCCC2)C(Cl)(Cl)Cl (stereo unspecified)	20	0.8
O=C(CNS(=O)(=O)c1cccc2nonc12)NCc1ccc(F)cc1	0	1
CCOC(=O)c1c(NC(=O)/C=C/c2ccco2)sc(C)c1C	-1	1
CCOc1ccc(NC(=O)Cn2nnc(C(=O)NCc3ccco3)c2N)cc1	-3	1
O=C(COc1cccc2ccccc12)N1c2ccccc2CCc2ccccc21	3	0.97
OC(CNCC1CCCO1)Cn1c2ccc(Br)cc2c2cc(Br)ccc21 (stereo unspecified)	12	0.88
Cc1ccc(CNC(=O)CSc2c3c(nc4cc(Cl)ccc24)CCCC3)o1	18	0.82
Cc1cc(C)n2nnnc2c1C#N	-1	1
COc1cccc(N2C(=O)C3CCCN3C2c2ccc(F)cc2)c1 (stereo unspecified)	9	0.91
COC(=O)c1ccc(C(=O)Nc2ccc3nc(-c4cccnc4)[nH]c3c2)cc1	6	0.94
Cc1cccc(-c2nc(CSCC(=O)NCc3cccs3)c(C)o2)c1	4	0.96
Cc1cc2ccccc2c(=O)n1CC(=O)NCC(=O)N(C)Cc1ccccc1	8	0.92
O=C(C[C@H]1C[C@H](C(=O)N2CCCCC2)[C@@]2(CCc3ccccc3)c3[nH]c4ccc(Cl)cc4c3CCN2C1=O)NCc1ccco1	-21	1.2
C[C@@H](C(=O)Nc1ccc2ccccc2c1)[C@@H]1C[C@@]1(C)[C@@H](NC(=O)OCc1ccccc1)c1ccccc1	-72	1.7
O=C(NCCN1CCOCC1)c1cc2ccccc2o1	-5	1.1
O=C1OCCN1C(=O)[C@H]1[C@H](c2ccccc2)C(c2ccc(F)cc2)=NN1c1ccccc1	12	0.88
COCCn1c(=O)[nH]c2cc(C(=O)NCc3ccccc3)ccc2c1=O	-2	1
CCC(=O)N1CCc2cc(Br)cc(S(=O)(=O)CCC(=O)NCCOC)c21	-12	1.1
CCc1cccc(C)c1NC(=O)C(c1ccccc1)N1CCC1=O (stereo unspecified)	0	1
COc1ccc(C(=O)NC(=S)N2CCC(C)CC2)cc1	-1	1
O=c1ccc2c(-c3ccccc3S(=O)(=O)O)c3ccc(O)c(O)c3oc-2c1O	80	0.2
O=C(NC1CCN(Cc2ccc(Cl)cc2)CC1)c1cn(-c2ccccc2)nc1-c1cccnc1	-60	1.6
CCS(=O)(=O)n1nc(-c2ccccc2)nc1SCc1ccccc1	-1	1
CCN(CC)S(=O)(=O)c1ccc(Cc2ncc(C(F)(F)F)cc2Cl)s1	14	0.86

Single values from the list.
Cc1cccc(-c2nc(CSCC(=O)NCc3cccs3)c(C)o2)c1 in IAP activation = 4
C=CCSc1ccsc1C(=O)O in IAP activation = 0
CCOCc1cnc(C)nc1NCC(=O)c1c(C)[nH]c2ccccc12 in IAP activation = 0
Cc1ccc(CNC(=O)CSc2c3c(nc4cc(Cl)ccc24)CCCC3)o1 in IAP activation Fold change = 0.82
Cc1ccc(S(=O)(=O)Nc2ccc(O)c(Sc3ncn[nH]3)c2)cc1 in IAP activation Fold change = 0.35
C/C(=N\NC(=O)c1ccc(Cl)cc1)c1ccc(Br)s1 in IAP activation = -3

Three of the entries above in order of their number in IAP activation Fold change, high to low:
SMILES	IAP activation	IAP activation Fold change
Cc1cc(C)n2nnnc2c1C#N	-1	1
COC(=O)Nc1ccc(S(=O)(=O)N(C)CC(F)(F)C(F)F)cc1	1	0.99
O=C1OCCN1C(=O)[C@H]1[C@H](c2ccccc2)C(c2ccc(F)cc2)=NN1c1ccccc1	12	0.88

Following part.
SMILES	IAP activation	IAP activation Fold change
C=CCC1[C@H](C)[C@H]2[C@@H]3CC[C@@H](C3)[C@H]2CN1S(=O)(=O)c1ccc(C)cc1 (stereo partly specified)	-12	1.1
Fc1cc(Br)ccc1NC(=S)NCCc1ccccc1	-24	1.2
CC1CCCN(C(C(=O)Nc2ccc(C(C)C)cc2)c2ccc3c(c2)OCO3)C1 (stereo unspecified)	-73	1.7
CCN1CCN(C(=O)C2c3cc(OC)c(OC)cc3C(=O)N3CCc4ccccc4C23)CC1 (stereo unspecified)	-1	1
CCS(=O)(=O)n1nc(-c2ccco2)nc1SC	36	0.64
O=C(Nc1ccccc1)OCc1ccccn1	10	0.9
O=C(Nc1cccc(Cl)c1)N1CCN(C2c3ccccc3-c3ccccc32)CC1	-40	1.4
CCOC(=O)C1=CN(Cc2cccc(F)c2)S(=O)(=O)NC1c1cccc(OC)c1 (stereo unspecified)	-8	1.1
COC(=O)[C@H](C(C)C)N(Cc1ccccc1)S(=O)(=O)CCNC1CCCC1	8	0.92
CCOC(=O)C1=CN(Cc2cccc(F)c2)S(=O)(=O)N(CC)C1c1cccc(OC)c1 (stereo unspecified)	2	0.98
CCOC(=O)C1=CN(Cc2ccc(Br)cc2)S(=O)(=O)NC1C (stereo unspecified)	3	0.97
Cc1[nH]n(-c2ccc([N+](=O)[O-])cc2)c(=O)c1C=NCCN1CCN(C(=O)c2ccccc2F)CC1	-1	1
Cn1nc(C(=O)Nc2cccnc2)c2ccccc2c1=O	0	1
Cc1ccc2c(CC(=O)Nc3c(C)n(C)n(-c4ccccc4)c3=O)coc2c1	-10	1.1
Cc1ccc(C(C(=O)NCc2ccccc2)N(C(=O)c2csnn2)c2cccc3ccccc23)o1 (stereo unspecified)	3	0.97
COc1cc(NC(=O)NCC2CCN(Cc3ccccc3F)CC2)cc(OC)c1	-167*	2.7*
CC1(C)Cc2c(sc(NC(=O)c3ccc(Br)o3)c2C#N)CO1	8	0.92
CC(C)CCNC(=O)CN(C(=O)CCC(=O)Nc1ccccn1)c1ccc2c(c1)OCCO2	4	0.96

Only part of the results is shown, so the mix of outcomes need not match the whole.
